Compound activity (PubChem BioAssay)
CSN deneddyl inh = inhibitors of human CSN-mediated cullin deneddylation. Q92905. Purified CSN, SCF-Nedd8-OG deneddylation, fluorescence polarization. inhibition, % at 12.5 µM. 360,000 tested, 0.38% active. AID 651999;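 active = pattern-corrected inhibition above about 35%, with an unprinted fluorescence ratio check between 0.5 and 1.5, limit read from the data, passing the limit was not always enough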;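 also: 0% = enzyme with substrate and 100% = substrate without enzyme; some results filed as inactive read as strong as hits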
Target sequence (Q92905 whole entry, looked up, one chain of several): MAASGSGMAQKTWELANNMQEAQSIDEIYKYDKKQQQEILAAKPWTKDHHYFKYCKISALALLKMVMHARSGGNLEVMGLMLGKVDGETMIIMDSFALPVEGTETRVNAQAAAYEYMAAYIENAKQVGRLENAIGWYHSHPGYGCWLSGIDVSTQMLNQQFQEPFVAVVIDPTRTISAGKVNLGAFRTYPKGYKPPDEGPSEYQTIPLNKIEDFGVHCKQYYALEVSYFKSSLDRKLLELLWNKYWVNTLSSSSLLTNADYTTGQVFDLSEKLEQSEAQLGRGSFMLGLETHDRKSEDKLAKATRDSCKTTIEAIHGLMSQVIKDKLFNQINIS
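Assay system: purified human Csn5 enzyme expressed in HEK293T cells; Input: 0.24 nM Csn5 enzyme, final concentration; Reagent: 10 nM SCFSkp2-Nedd8OG; Compound dosing: 12.5 µM single point; Times: reaction 90 min, room temperature; Technique: fluorescence polarization readout.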
FAS-TE inh = FAS thioesterase (human) inhibition; P49327; recombinant FAS-TE, OMFH fluorogenic substrate, fluorescence endpoint; inhibition, % at 15 µM; 360,000 tested, 0.67% active;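 active = compounds whose normalised, plate-corrected inhibition of enzyme fluorescence in the single-dose primary screen is 50% or more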;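 also: 0% = DMSO with enzyme and 100% = substrate without enzyme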
Rpn11 inh = blocks the human proteasome subunit Rpn11; 360,000 tested, 0.59% active; O00487; calls only at 20 µM; human 26S proteasome, Ub4-pepOG fluorescence polarization; 20S core pre-blocked with epoxomicin; AID 588493;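 active = inhibition at 20 µM, scaled to each plate's controls, above about 33%, limit read from the data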
E coli Lon inh = E. coli protease La inhibition; purified E. coli Lon protease, fluorescence polarization; inhibition, % at 7.94 µM; 360,000 tested, 0.42% active; in the data active = inhibition above about 13%, passing the limit was not always enough;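 also: 0% = enzyme with probe and DMSO and 100% = no enzyme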
Target sequence (P0A9M0 whole entry, looked up): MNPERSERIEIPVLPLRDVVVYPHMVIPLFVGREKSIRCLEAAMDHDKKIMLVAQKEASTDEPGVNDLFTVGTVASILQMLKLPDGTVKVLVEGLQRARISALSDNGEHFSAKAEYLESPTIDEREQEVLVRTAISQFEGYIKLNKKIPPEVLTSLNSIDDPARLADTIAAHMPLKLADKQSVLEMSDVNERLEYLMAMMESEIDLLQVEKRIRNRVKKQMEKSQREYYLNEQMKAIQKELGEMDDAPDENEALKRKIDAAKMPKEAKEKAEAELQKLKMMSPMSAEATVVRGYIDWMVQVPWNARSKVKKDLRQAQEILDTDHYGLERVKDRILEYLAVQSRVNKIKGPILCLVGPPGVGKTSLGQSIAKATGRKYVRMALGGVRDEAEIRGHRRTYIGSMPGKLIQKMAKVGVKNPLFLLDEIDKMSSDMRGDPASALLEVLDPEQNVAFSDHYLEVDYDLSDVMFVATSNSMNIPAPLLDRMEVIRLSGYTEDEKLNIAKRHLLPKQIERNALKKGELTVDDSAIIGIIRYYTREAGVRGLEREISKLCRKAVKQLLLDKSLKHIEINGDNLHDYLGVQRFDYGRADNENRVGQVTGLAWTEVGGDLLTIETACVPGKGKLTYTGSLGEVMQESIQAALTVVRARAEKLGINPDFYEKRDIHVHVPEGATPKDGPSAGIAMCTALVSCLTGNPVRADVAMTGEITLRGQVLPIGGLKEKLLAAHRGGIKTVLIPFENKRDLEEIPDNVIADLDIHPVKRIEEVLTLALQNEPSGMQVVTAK
MsrA act = activators of bovine methionine sulfoxide reductase A | purified bovine MsrA, absorbance read-out | activation, % at 10.6 µM | 360,000 tested, 0.3% active; in the data active = activation above about 7.5%;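 also: 0% = vehicle and 100% = reference activator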
MLLE-PAM2 inh = blocks PAM2 peptide binding to the PABP1 MLLE domain; GST-MLLE / FITC-PAM2 fluorescence polarization; inhibition, % at 20 µM; AID 588489; 360,000 tested, 0.36% active; P11940; in the data active = inhibition above about 35%, passing the limit was not always enough;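 also: plate controls were DMSO wells with GST-MLLE for no effect and wells lacking GST-MLLE protein for full effect; some results filed as inactive read as strong as hits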
Rin1-Abl PPI inh = human Rin1-Abl interaction inhibition. P00519+Q13671. TR-FRET Rin1/Abl binding, biochemical. inhibition, % at 7.35 µM. 360,000 tested, 0.4% active; in the data active = inhibition above about 5%, passing the limit was not always enough
MsrA inh = bovine MsrA inhibition; purified bovine MsrA, absorbance read-out; inhibition, % at 15.5 µM; 360,000 tested, 0.75% active; AID 651718; in the data active = inhibition above about 4.5%;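 also: 0% = vehicle wells with enzyme and 100% = reference inhibitor wells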
MT1-MMP act inh = inhibitors of human MT1-MMP activation; GFP/RFP ratio change, % at 20 µM; HT1080 RFP-PRO-GFP cells, GFP/RFP ratio fluorescence, overnight; percent of plate control window, DMSO zero; P50281; 360,000 tested, 0.061% active;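 active = GFP/RFP ratio change of at least 30% with cell ATP level not reduced by more than half and red fluorescence within 50% of control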; also: strong numbers were not always called active
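Test system: HT1080 cells expressing an RFP-PRO-GFP fluorescent reporter construct / Compound dosing: single-point 20 µM compound, 1% DMSO / Schedule: cells overnight before dosing, compound overnight, 37 °C, 5% CO2 / Evaluation: GFP/RFP fluorescence ratio / Control set: DMSO and RFP-L50D-GFP cell wells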
Active calls of the source: *; i = inactive; . = no result given; + = active, no number.

1: CCOC(=O)CCc1c(C)n(CC)c2ncnn2c1=O
2: CC(C)CNC(C(=O)Nc1ccc([N+](=O)[O-])cc1Br)c1ccccc1 (stereo not given)
3: CCc1n[nH]c(=S)n1/N=C/c1c(C)nn(-c2ccccc2)c1Cl
4: Cc1cc(=O)[nH]c(N/N=C/c2c(C)nn(-c3ccccc3)c2C)n1
5: Cc1onc(-c2ccccc2)c1CNC(=O)Nc1ccccc1
6: CCCCC1C(=O)NN(c2ccccc2)C1=O (stereo not given)
7: CCCCN(Cc1ccccc1)S(=O)(=O)c1cc2c(cc1Br)CC(C)N2C(C)=O (stereo not given)
8: CCC(=O)N=c1sc2cc(F)cc(F)c2n1C

entry no.	1	2	3	4	5	6	7	8
CSN deneddyl inh	-4	-2	-2	-3	-3	-5	1	3
FAS-TE inh	-10	17	-3	0	-1	-6	26	-3
Rpn11 inh	i	i	i	i	i	i	i	i
E coli Lon inh	-1	1	-6	13	2	-1	6	2
MsrA act	-12	-9	-3	-10	-2	-4	1	0
MLLE-PAM2 inh	-4	0	-58	-5	1	4	-10	7
Rin1-Abl PPI inh	4	-3	-2	1	-3	2	2	-3
MsrA inh	-0.5	0.1	0.2	1.4	-0.5	1.3	0.4	-0.1
MT1-MMP act inh	-2	0	4	2	-1	1	-3	2

9: CCn1cc(CN2CCC(C(=O)Nc3ccc(Oc4ccccc4F)cc3)CC2)c(C)n1
10: Cc1ccc(Sc2c(C)[nH]n(C(C)(C)C)c2=O)cc1
11: c1ccc(N2N=C(c3cccs3)CC2c2ccco2)cc1 (stereo not given)
12: CC(C)CCNC(=O)CN(CCN1CCOCC1)C(=O)Cn1nnc(-c2ccc(F)cc2)n1
13: CC1=C(C(=O)OCc2ccccc2)C(c2ccc([N+](=O)[O-])cc2)NC(=O)N1CCCCCC(=O)O (stereo not given)
14: COc1ccccc1CNN
15: Cc1ccc(-n2c(SCC(=O)Nc3ccc(N4CCOCC4)cc3)nc3ccccc3c2=O)cc1
16: N#C/C(=C\c1ccccn1)c1ccccn1

entry no.	9	10	11	12	13	14	15	16
CSN deneddyl inh	-4	1	-3	1	2	0	-2	5
FAS-TE inh	-2	-11	18	-6	14	-7	7	-9
Rpn11 inh	i	i	i	i	i	i	i	i
E coli Lon inh	-17	1	-6	-3	-3	-3	-11	5
MsrA act	-2	-9	-8	-2	-1	-4	-3	-10
MLLE-PAM2 inh	2	28	-2	-12	0	-23	-2	14
Rin1-Abl PPI inh	0	-4	-1	-2	3	1	-5	1
MsrA inh	1.1	0.5	3.6	-0.2	0.5	-0.2	2.3	0.4
MT1-MMP act inh	4	-2	3	3	0	-4	-8	0

17: Cc1ccccc1-c1nc(CS(=O)(=O)CC(=O)NCc2ccc3c(c2)OCO3)c(C)o1
18: CCOC1(OCC)N=C(N)C2(C#N)C(c3cccc(C)c3)C12C#N (stereo not given)
19: COc1ccccc1CC(=O)Nc1cc(C)on1
20: CC1(C(=O)NS(=O)(=O)c2ccc(Cl)cc2)CCN1C(=O)C1CC1 (stereo not given)
21: O=C(CN1CCN(S(=O)(=O)c2ccccc2F)CC1)NCC1(N2CCOCC2)CCCCC1
22: Cc1cccc(NCC(=O)NNC(=S)Nc2ccccc2)c1
23: O=C1/C(=C/c2ccco2)Oc2c1ccc(O)c2CN1CCCCC1
24: O=C(NCCNc1ccc(Cl)cc1[N+](=O)[O-])c1ccccc1F

entry no.	17	18	19	20	21	22	23	24
CSN deneddyl inh	3	0	-1	1	-2	2	42*	1
FAS-TE inh	4	-8	-7	-8	0	-2	-15	12
Rpn11 inh	i	i	i	i	i	i	i	i
E coli Lon inh	-1	14	-10	-14	-11	6	-15	-5
MsrA act	-3	0	0	-1	-3	-2	-3	-3
MLLE-PAM2 inh	6	-2	14	6	-26	17	70	-2
Rin1-Abl PPI inh	4	0	-6	0	-2	-2	0	-8
MsrA inh	0.2	-0.6	0.7	0.8	0.9	0.5	2.5	-1.9
MT1-MMP act inh	-1	4	3	-2	-5	1	-49	7

25: COc1cc([C@@H]2[C@H]3CNCC=C3C(C#N)=C(N)C2(C#N)C#N)ccc1OC(C)C
26: Cc1ccc(-n2c(SCC(=O)N3CCCCC3)nc(O)cc2=O)cc1
27: O=C(Nc1c(F)cccc1F)c1ccc(-n2cncn2)nc1
28: CC1(C)CC2CC(C)(CN2C(=O)Cc2ccccc2)C1 (stereo not given)
29: Cc1c(/C=C/C(=O)c2ccccc2)cnn1C
30: O=c1nc(N2CCOCC2)ccn1-c1nc(-c2ccccc2)oc1-c1ccccc1
31: O=C1c2ccccc2C(=O)N1CCc1nc2ccccc2c(=O)n1Cc1ccco1
32: O=C(NCC(=O)N1CCCC1C(=O)O)OC1CCCCC1 (stereo not given)

entry no.	25	26	27	28	29	30	31	32
CSN deneddyl inh	17	5	1	-8	-3	-1	2	-4
FAS-TE inh	-34	-6	-3	-6	-8	-6	8	-8
Rpn11 inh	.	i	i	i	i	i	i	i
E coli Lon inh	-62	7	-6	4	-3	0	-12	2
MsrA act	-1	-3	-1	-3	-8	-3	3	-5
MLLE-PAM2 inh	-53	9	-3	-7	-10	4	9	7
Rin1-Abl PPI inh	1	0	1	2	-1	1	0	1
MsrA inh	0.1	-1.0	1.0	1.2	4.3	0.9	-1.1	0.4
MT1-MMP act inh	-19	3	1	0	2	-4	-3	1

33: Cc1ccc(CN2CCCN(C)CC2)c(C)c1
34: Cc1ccc(C(=O)Nc2ccccc2C(=O)O)cc1S(=O)(=O)Nc1ccccc1
35: O=C(O)c1ccc(COc2ccccc2C=C2C(=O)c3ccccc3C2=O)cc1
36: O=C(NNC(=O)c1ccc([N+](=O)[O-])cc1)c1ccncc1
37: CC(C)CC(=O)OC1C(N2CCOCC2)c2c(ccc(/C=C/C(=O)N3CCOCC3)c2O)OC1(C)C (stereo not given)
38: O=[N+]([O-])c1ccc(O)c(N=Cc2sc3ccccc3c2O)c1
39: COC(=O)[C@]1(C)N[C@H](CN(C)C(=O)COc2ccccc2)[C@@H]2C(=O)N(C)C(=O)[C@@H]21
40: Cn1c(N)c(N=Nc2ccc(S(N)(=O)=O)cc2)c(=O)n(C)c1=O

entry no.	33	34	35	36	37	38	39	40
CSN deneddyl inh	-4	-1	-1	-3	2	44*	-2	0
FAS-TE inh	-6	12	-6	-4	2	33	-15	-2
Rpn11 inh	i	i	+	i	i	+	i	i
E coli Lon inh	-2	1	1	0	-3	-51	-26	-7
MsrA act	-3	-8	-2	-12	-1	-5	-1	2
MLLE-PAM2 inh	3	5	13	2	-9	-77	4	19
Rin1-Abl PPI inh	-3	-2	-6	5	0	-4	-2	-3
MsrA inh	-1.1	0.5	-0.4	0.6	0.2	1.0	-1.2	1.8
MT1-MMP act inh	4	4	-15	6	0	-14	1	-6

6 structures already listed, sorted by length of the SMILES, low to high:
32: O=C(NCC(=O)N1CCCC1C(=O)O)OC1CCCCC1 (stereo not given)
38: O=[N+]([O-])c1ccc(O)c(N=Cc2sc3ccccc3c2O)c1
40: Cn1c(N)c(N=Nc2ccc(S(N)(=O)=O)cc2)c(=O)n(C)c1=O
35: O=C(O)c1ccc(COc2ccccc2C=C2C(=O)c3ccccc3C2=O)cc1
34: Cc1ccc(C(=O)Nc2ccccc2C(=O)O)cc1S(=O)(=O)Nc1ccccc1
37: CC(C)CC(=O)OC1C(N2CCOCC2)c2c(ccc(/C=C/C(=O)N3CCOCC3)c2O)OC1(C)C (stereo not given)

entry no.	32	38	40	35	34	37
CSN deneddyl inh	-4	44*	0	-1	-1	2
FAS-TE inh	-8	33	-2	-6	12	2
Rpn11 inh	i	+	i	+	i	i
E coli Lon inh	2	-51	-7	1	1	-3
MsrA act	-5	-5	2	-2	-8	-1
MLLE-PAM2 inh	7	-77	19	13	5	-9
Rin1-Abl PPI inh	1	-4	-3	-6	-2	0
MsrA inh	0.4	1.0	1.8	-0.4	0.5	0.2
MT1-MMP act inh	1	-14	-6	-15	4	0

Other structures follow.
41: CCOc1ccccc1CNC(=O)c1c([N+](=O)[O-])c(C)nn1C
42: CC1(C(=O)NS(=O)(=O)c2cccs2)CCN1C(=O)c1ccccc1CCc1ccccc1 (stereo not given)
43: CN(C)c1ccc(SC#N)cc1
44: Cc1cccc(C)c1NC(=O)CSc1nnc(Cn2nnc(-c3ccccc3)n2)n1-c1ccccc1
45: CNc1c(NS(=O)(=O)c2ccc(C(C)(C)C)cc2)c(=O)oc2ccccc12
46: CC(C)OCCCNC(=O)c1ccc(NC(=O)C2=CSCCO2)cc1
47: O=C(CSc1nc2ccccc2nc1SCC(=O)N1CCOCC1)N1CCOCC1
48: Cc1ccc2[nH]c(=O)c(C(c3nnnn3CC3CCCO3)N3CCc4ccccc4C3)cc2c1 (stereo not given)

entry no.	41	42	43	44	45	46	47	48
CSN deneddyl inh	-2	-2	-5	-9	-2	-2	-2	-2
FAS-TE inh	0	-4	-4	-4	-4	-6	-2	-6
Rpn11 inh	i	i	i	i	i	i	i	i
E coli Lon inh	-11	4	3	1	1	1	-4	-7
MsrA act	2	-1	-5	-1	-3	-1	-3	-5
MLLE-PAM2 inh	21	12	26	11	15	3	8	78*
Rin1-Abl PPI inh	-4	-1	-1	-1	1	3	-5	0
MsrA inh	1.9	-0.2	0.1	-0.2	0.5	0.9	1.5	0.8
MT1-MMP act inh	4	-4	1	-5	5	2	0	-3

49: COCCN1CCn2c(nc3cc(NC(C)=O)ccc32)C1
50: Cc1nc2cc(NC(=O)NC3CC3)ccc2n1C
51: COc1ccc(CN2CCN(Cc3cc(=O)oc4cc(C)ccc34)CC2)c(OC)c1OC
52: O=[N+]([O-])c1ccccc1S(=O)(=O)NCCC1=CCCCC1
53: COc1ccc(CNC(=O)C(C)Sc2nc3ccccc3c(=O)n2CC2CCCO2)cc1 (stereo not given)
54: CCCCCC1=C(C(=O)OC)C(C(=O)OCC)N(S(=O)(=O)C(F)(F)F)c2ccccc21 (stereo not given)
55: COc1ccc(NC(=O)CN2CCC(NC(=O)C3CCCCC3)CC2)c([N+](=O)[O-])c1
56: Cc1nc(N)nc(SCc2ccc([N+](=O)[O-])cc2)c1N

entry no.	49	50	51	52	53	54	55	56
CSN deneddyl inh	-3	-8	0	-2	-3	-1	0	-5
FAS-TE inh	-7	-9	3	10	-4	25	0	1
Rpn11 inh	i	i	i	i	i	i	i	i
E coli Lon inh	1	5	-2	1	-4	-5	-4	12
MsrA act	-2	-10	-2	-1	-2	2	-10	-2
MLLE-PAM2 inh	9	6	4	-1	-2	3	6	15
Rin1-Abl PPI inh	0	-1	1	-3	-1	2	0	-3
MsrA inh	1.0	0.6	0.6	-0.2	-0.2	-0.1	-0.9	2.5
MT1-MMP act inh	-5	2	3	9	-2	3	1	0

57: CN(C)CCN(C(=O)c1cccc(Cl)c1)c1nc2c(Cl)cccc2s1
58: CCCC(=O)N1CCC1(C)C(=O)Nc1ccc(OC)c(OC)c1 (stereo not given)
59: CCc1ccc(/C=C2\C(=N)N3N=C(CC(=O)N4CCCCC4)SC3=NC2=O)cc1
60: CN(/N=C/c1cc(Br)cc(Br)c1O)c1ccccc1
61: O=C(O)c1ccc(N=Nc2c(O)[nH]c3cc(Cl)ccc23)cc1

entry no.	57	58	59	60	61
CSN deneddyl inh	4	3	0	5	9
FAS-TE inh	14	-5	-5	18	3
Rpn11 inh	i	i	i	i	+
E coli Lon inh	1	-11	10	-2	1
MsrA act	-2	3	-2	-3	-5
MLLE-PAM2 inh	-6	0	-5	4	-79
Rin1-Abl PPI inh	-1	-6	-5	0	-2
MsrA inh	0.3	-1.3	-0.7	0.2	0.7
MT1-MMP act inh	3	-2	-1	5	-139
